High-throughput results deposited in PubChem BioAssay by several laboratories.
CHOP inhibitor = blocks CHOP induction under ER stress | inhibition, % at 10 µM | 220,000 tested, 3.8% active | AID 2732 | CHO-K1 CHOP-promoter luciferase, tunicamycin-induced, 15-18 h;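 active = compounds that reduced the stress-induced luciferase reporter signal by more than about 70% of percent inhibition, limit read from the data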;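 also: 0% = tunicamycin plus vehicle and 100% = wells without tunicamycin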
NPY-Y1 antag = blocks the human neuropeptide Y Y1 receptor | HEK293-CNG Y1 cells, membrane potential fluorescence; NPY at EC95, then isoproterenol | P25929 | AID 1040 | inhibition, % at 3.6 µM | 200,000 tested, 1% active;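 active = inhibition above the campaign mean inhibition of all tested compounds plus 3 SD, cut at about 20% in these data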;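 also: 0% = DMSO wells given NPY plus isoproterenol and 100% = isoproterenol alone without NPY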
Target sequence (P25929 whole entry, looked up): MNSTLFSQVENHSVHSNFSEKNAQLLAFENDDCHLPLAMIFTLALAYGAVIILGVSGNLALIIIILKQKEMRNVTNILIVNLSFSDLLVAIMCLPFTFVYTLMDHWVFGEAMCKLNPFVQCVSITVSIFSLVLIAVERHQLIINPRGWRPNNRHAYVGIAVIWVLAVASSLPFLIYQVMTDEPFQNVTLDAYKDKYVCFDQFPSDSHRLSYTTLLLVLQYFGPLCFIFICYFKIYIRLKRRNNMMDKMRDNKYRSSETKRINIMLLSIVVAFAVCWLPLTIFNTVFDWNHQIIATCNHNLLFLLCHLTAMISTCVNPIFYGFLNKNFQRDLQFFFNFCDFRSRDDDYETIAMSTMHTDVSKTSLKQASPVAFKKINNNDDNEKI
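Material: HEK293 Y1/CNG channel cell line; also added: NPY (25 nM), isoproterenol (1 µM), Ro 20-1724 (25 µM); doses: one concentration, 3.6 µM, in 0.4% DMSO; schedule: compound incubation 1 h at room temperature, readout 45 min post-stimulation; technique: membrane potential fluorescence; measure: fluorescence ratio normalized to % inhibition between controls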
EP2 mod = modulates human prostaglandin E2 receptor EP2 signaling. EP2-expressing cells, cAMP HTRF FRET, PGE2 co-stimulation. induction, % at 25 µM. 260,000 tested, 0.83% active. AID 940;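 active = compounds whose cAMP rise, as percent of the full-agonist control response, exceeds 60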;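 also: rat C6 glioma line stably carrying human EP2 under a CMV promoter; the protocol text gives 20 µM as final concentration; 100% = response of wells given 1 µM PGE2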
PGE2 EP2 inh = blocks the human prostaglandin E2 receptor EP2. P43116. C6 glioma cells expressing human EP2, cAMP TR-FRET; cells stimulated with saturating PGE2. inhibition, % at 25 µM. 260,000 tested, 0.52% active. AID 1422;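 active = percent inhibition above 40 after rounding to a whole number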;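 also: rat C6 glioma host cells with rolipram phosphodiesterase inhibitor present; the protocol text gives 20 µM as final concentration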
14-3-3 Bad inh = disrupts binding of bovine 14-3-3 zeta to phospho-Bad peptide. P63103. TR-FRET 14-3-3zeta/Dy647-pBad peptide displacement, 1 h. inhibition, % at 21.7 µM. 220,000 tested, 0.71% active. AID 781;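 active = inhibition above about 70%, limit read from the data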;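 also: 0% = full 14-3-3 plus peptide FRET controls and 100% = background without 14-3-3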
TRPML3 agonist = agonists of human TRPML3 channel; 220,000 tested, 0.29% active; AID 1448; activation, % at 3 µM; HEK293 TRPML3-YFP, Fluo-8 calcium fluorescence; 100% = the carbachol control signal; Q8TDD5;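 active = activation above its plate's cutoff, the mean activation of the plate's test wells plus 3 SD, cut at about 12% in these data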;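 also: 0% = DMSO only wells and 100% = carbachol wells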
Target sequence (Q8TDD5 whole entry, looked up): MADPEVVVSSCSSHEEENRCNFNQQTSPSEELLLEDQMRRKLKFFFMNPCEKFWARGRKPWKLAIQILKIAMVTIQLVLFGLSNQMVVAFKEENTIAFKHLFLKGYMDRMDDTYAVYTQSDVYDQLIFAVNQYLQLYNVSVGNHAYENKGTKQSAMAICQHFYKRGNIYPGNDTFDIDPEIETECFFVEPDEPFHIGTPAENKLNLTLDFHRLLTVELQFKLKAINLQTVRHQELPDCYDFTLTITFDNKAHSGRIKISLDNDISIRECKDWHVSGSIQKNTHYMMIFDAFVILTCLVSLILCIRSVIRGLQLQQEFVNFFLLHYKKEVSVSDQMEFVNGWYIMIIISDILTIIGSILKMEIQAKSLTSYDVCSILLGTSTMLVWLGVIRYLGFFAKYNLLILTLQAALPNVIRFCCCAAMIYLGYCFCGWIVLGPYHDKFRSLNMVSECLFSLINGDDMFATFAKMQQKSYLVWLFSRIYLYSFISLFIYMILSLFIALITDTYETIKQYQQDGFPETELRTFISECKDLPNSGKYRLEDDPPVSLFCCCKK
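Material: TRPML3-YFP stable HEK293 cells | Dosing: One concentration, 3 µM nominal, 0.3% DMSO | Timing: 125 s total fluorescence read per well | Technique: Fluo-8 calcium dye fluorescence, ex 470-495, em 515-575 nm | Measure: Percent activation from peak-to-basal fluorescence ratio, scaled between DMSO and carbachol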
PPC-1+TRAIL kill = kills PPC-1 cancer cells in the presence of TRAIL; PPC-1 cells + TRAIL, ATPLite viability luminescence; 220,000 tested, 0.41% active; cell killing (% activity), % at 4 µM; AID 1443;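 active = cell killing above 50% in the first pass at 4 µM, then a duplicate retest at 5 µM averaging 50% or more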;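 also: plate controls were cells with TRAIL plus DMSO for no effect and medium-only wells lacking cells for full effect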
NPY-Y1 PAM-ag = potentiators or agonists of human neuropeptide Y receptor Y1. AID 1304. 220,000 tested, 0.37% active. NPY-Y1 expressing cells, potentiator/agonist activation. activation, % at 3.6 µM. P25929; in the data active = activation above about 33%, passing the limit was not always enough;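 also: cells stimulated with NPY at EC10 then isoproterenol at EC100; 0% = low agonist plus stimulus and 100% = saturating agonist plus stimulus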
TRPN1 ag = activates the zebrafish TRPN1 channel; HEK293 zebrafish TRPN1-YFP, Fluo-8 calcium fluorescence; 100% = response to 87 µM carbachol; activation, % at 3 µM; 220,000 tested, 0.18% active;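 active = activation above its plate's cutoff, the mean activation of test wells on that plate plus 3 SD, cut at about 19% in these data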;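 also: 0% = DMSO alone and 100% = 87 µM carbachol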
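Material: zebrafish TRPN1-YFP in HEK293 cells. Doses: one dose of 3 µM, 0.3% DMSO. Incubation: dye 1 h 37 °C plus 30 min RT. Measured by: intracellular calcium fluorescence with Fluo-8.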
An asterisk follows results filed as active; x = not tested or not shown; & = joins results of further samples; [ ] = another dose, or the depositor's remark. Not all compounds are listed; count on the stated rates, not on these rows.

Structure,NPY-Y1 antag,14-3-3 Bad inh,CHOP inhibitor,TRPML3 agonist,EP2 mod,PPC-1+TRAIL kill,TRPN1 ag,NPY-Y1 PAM-ag,PGE2 EP2 inh
CC(=O)NC1CC2CCCC(C1)N2CC(=O)Nc1ccccc1 (configuration not stated),-1,11[fluorescence artefact?],-1,0.7,-3,9,1.1,8,7
CCCC(=O)c1cc(F)c(N2CCN(C(=O)OCC)CC2)cc1C,6,-15,45,-0.3,14,21,1.1,-22,3
N#Cc1ccc(N2CCCC2C(=O)O)c([N+](=O)[O-])c1 (configuration not stated),0,3,52,1.4,22,10,-1.3,13,15
Cc1cc(N2CCN(c3ccc(F)cc3)CC2)nc2cc(O)ccc12,4,1,82*,0.1,-3,2,-1.3,1,8
CCOc1ccc(S(=O)(=O)N(CC(=O)O)c2ccccc2)cc1,-6,-2,22,0.9,21,-5,1.8,6,22
O=C(NCCCNC(=O)NC1CCCCC1)NC1CCCCC1,3,x,x,1.2,x,x,1.0,13,0
CCOC(=O)C(C(=O)OCC)C(C)(C)/C(C)=N\Nc1ccc([N+](=O)[O-])cc1[N+](=O)[O-],-7,-12,50,0.1,10,4,0.5,16,7
COc1cccc(OCC(=O)Nc2ccccc2C(N)=O)c1,10,-9,6,-0.2,-3,-10,-2.0,-8,8
COc1ccc(NC(=O)c2c(F)c(F)c(F)c(F)c2F)cc1Cl,6,-11,23,0.8,-51,21,-0.1,-37,27
O=C(/C=C/c1cccc(Cl)c1)Nc1ccncc1,2,-2,-6,0.3,-36,10,2.3,-27,5
COc1ccc(C(=O)Nc2ccc(N3CCN(Cc4ccccc4)CC3)cc2)cc1,2,-10,-9,1.6,-4,8,2.5,4,4
CCn1c(SCC(N)=O)nc2sc3c(c2c1=O)CCN(C)C3,x,21,10,0.5,-4,13,0.9,20,9
O=C(NCCN1CCN(Cc2ccccc2)CC1)C1CC(=O)N(C2CCCC2)C1 (configuration not stated),1,3,-37,0.7,33,20,0.8,6,0
O=C(NCc1cccnc1)c1cn(-c2ccccc2)nc1-c1cccs1,0,-5,-21,-0.5,-17,10,0.7,-3,2
O=C(Cc1cccs1)Nc1ccc(-c2nnc(-c3ccco3)o2)cc1,2,-2,4,1.0,9,6,1.1,-13,2
O=C(/C=C/c1ccc2c(c1)OCO2)NCCSCc1ccc(Cl)cc1Cl,14,-11,-26,-0.1,-25,7,0.7,-7,x
Cc1cc(NC(=O)CC23CC4CC(C2)CC(CC(=O)Nc2cc(C)on2)(C4)C3)no1,11,1,-22,-0.8,-10,41,1.1,-4,8
O=C(CCn1c(=O)oc2ccccc21)N1CCN(c2ccccc2Cl)CC1,8,4,x,0.4,20,34,-0.9,-2,5
COc1ccccc1NC(=O)CCSc1nnnn1C,6,3,10,0.5,-4,9,0.2,-5,x
Cc1nn(Cc2c(F)c(F)c(F)c(F)c2F)c(C)c1NC(=O)c1nn(C)cc1[N+](=O)[O-],2,0,9,0.6,11,6,0.2,12,9
COc1ccc(CCNC(=O)C(=O)NCc2ccccc2)cc1OC,4,0,6,0.0,24,5,-0.1,-5,10
Cc1ccc(NCCNc2ccc(C)cc2)cc1,2,4,34,-0.9,2,-7,0.8,19,2
Cc1cccc[n+]1C1C(c2ccccc2)C(C#N)=C(C(=C=[N-])C#N)NC1(O)C1CC1 (configuration not stated),2,-6,10,0.6,18,-3,0.9,-2,x
Cc1cccc(NC(=O)CSc2nnc(-c3ccncc3)n2C)c1,-6,1,-2,0.3,2&-12,3,0.4,8,6&10
CCN1CCN(S(=O)(=O)CC2(C)C3CCC2(C)C(=O)C3Br)CC1 (configuration not stated),-2,-2,-2,1.8,-20,13,1.2,-5,8
NNC(=O)COc1cccc2cccnc12,2,-10,14,-0.1,-28&15,-7,-1.5,-5,9&8
CCCCC1=NN(C(=O)c2ccco2)C(O)(C(F)(F)F)C1 (configuration not stated),0,-1,50,0.4,20,3,-1.1,-1,6
CCCOc1ccc(N2C(=O)CC(N(CCc3ccc(S(N)(=O)=O)cc3)C(C)=O)C2=O)cc1 (configuration not stated),-3,-2,-18,0.1,23,9,1.6,20,5
CCOC(=O)c1cnc(N)nc1C(F)(F)F,6,1,7,1.0,-2,9,-1.0,6,4
COc1ccc(CSc2nnc(CNS(C)(=O)=O)o2)cc1,-4,10[fluorescence artefact?],0,0.7,-7&33,9,-0.9,-12,6

Pulled by structure from the entries so far:
Structure,NPY-Y1 antag,14-3-3 Bad inh,CHOP inhibitor,TRPML3 agonist,EP2 mod,PPC-1+TRAIL kill,TRPN1 ag,NPY-Y1 PAM-ag,PGE2 EP2 inh
O=C(NCCCNC(=O)NC1CCCCC1)NC1CCCCC1,3,x,x,1.2,x,x,1.0,13,0
CCCCC1=NN(C(=O)c2ccco2)C(O)(C(F)(F)F)C1 (configuration not stated),0,-1,50,0.4,20,3,-1.1,-1,6

New compounds follow.
Structure,NPY-Y1 antag,14-3-3 Bad inh,CHOP inhibitor,TRPML3 agonist,EP2 mod,PPC-1+TRAIL kill,TRPN1 ag,NPY-Y1 PAM-ag,PGE2 EP2 inh
Cc1noc(C)c1COc1cccc(C(=O)Nc2ccc(OCc3ccccc3)cc2)c1,-1,4,40,0.3,18,10,0.8,13,18
N#Cc1c(NC(=O)c2ccc(Br)o2)n(-c2ccccc2)c2nc3ccccc3nc12,x,9,-3,2.4,10,-10,4.1,40,6
O=C(Cn1cc([N+](=O)[O-])cn1)N1CCCc2ccccc21,1,-20,16,0.6,-28,20,0.2,4,10
Cc1ccc(Cl)cc1NC(=O)COC(=O)CC(C)(C)C,2,-10,-11,0.2,-28,-2,-2.0,-2,6
C=C[C@@](C)(O)CC[C@@H]1[C@@]2(C)CCCC(C)(C)[C@@H]2CC[C@@]1(C)O,3,4,22,-0.7,15,4,0.4,-4,13
CCOC(=O)Cn1c(C)c(Br)c(COC)c(C#N)c1=O,x,1,-8,0.9,27,-11,-1.4,8,9
C#CCNC(=O)/C=C/c1ccc(C)cc1,5,-13,-17,0.2,-3,18,0.8,-1,5
COc1cccc(N/C(SCc2ccccc2C)=C(/C#N)C(=O)NCc2cccs2)c1,2,-4,21,2.7,17,2,3.4,-45,7
Cc1ccc(C(=O)N2CCN(C(=O)c3ccc(C)cc3)C2)cc1,-3,-3,20,0.1,18,17,-1.3,18,11
Cc1cccc(N2CCN(C(=O)c3cn4ccccc4n3)CC2C)c1 (configuration not stated),-3,-9,-16,1.7,-27,-11,3.1,4,6
COc1cc(-c2nc(-c3ccc(NC(=O)c4ccc5c(c4)OCO5)cc3)no2)cc(OC)c1OC,-4,44[fluorescence artefact?],28,0.0,0,16,0.8,-20,13
CC1=CS/C(=C(/C#N)C(=O)NCc2ccco2)N1c1ccccc1,-5,-3[fluorescence artefact?],22,-0.7,11,39,-0.3,21,13
Cc1ccccc1-c1nc(-c2cccnc2)no1,1,-4,25,-0.3,17,15,-1.1,-3,3
Cn1c(N)c(C(=O)Nc2ccc(-c3ccccc3)cc2)sc1=S,x,0,-8,0.7,5,43,-1.0,28,2
O=C1NC(CCc2ccccc2)C(=O)N1Cc1ccccc1Cl (configuration not stated),1,-3[fluorescence artefact?],16,-0.3,2,22,1.5,5,6
CCCOc1ccc(N2C(=O)CC(N3CCC(C(=O)OCC)CC3)C2=O)cc1 (configuration not stated),-4,-11,15,0.1,-14,5,-0.4,-8,6
Cc1cc(-c2cc(-c3ccc(Cl)cc3)on2)nc(NCC2CC2)n1,x,-10,25,x,22,14,x,x,14
O=C1CC(c2ccccc2)n2nc(NC(=O)c3cccnc3)nc2N1 (configuration not stated),-6,-6[fluorescence artefact?],-25,0.9,2,-1,-0.1,3,13
O=C(Nc1ccc(-n2ccc(C(F)(F)F)n2)cc1)Nc1cccc(Cl)c1,x,-4,59,3.3,-28,5,3.8,52*,4
COc1ccc(OCc2nc(N)nc(Nc3cccc(C)c3C)n2)cc1,-5,7[fluorescence artefact?],45,0.2,23,19,-0.1,11,6
Cc1ccc(C(=O)NCC(=O)OC(C)C(=O)Nc2ccc(N(C)C)cc2)s1 (configuration not stated),6,-6,4,0.1,31,-2,0.2,17,7
Cc1[nH]c2ccccc2c1/C=N/NC(=O)C1CC1(c1ccccc1)c1ccccc1 (configuration not stated),-5,-10[fluorescence artefact?],106*,1.1,-8,-7,-0.4,38,3
COC(=O)CSc1nnc(-c2ccccc2O)n1-c1ccc(C)cc1,1,-2,41,-0.4,17,4,-0.1,14,6
COc1ccc(S(=O)(=O)N(CCc2ccccc2)CC(=O)O)cc1OC,2,6,-5,1.1,10,14,1.1,-2,5
Cc1ccc(S(=O)(=O)Nc2nc3ccccc3nc2NCc2ccco2)cc1,-3,36[fluorescence artefact?],10,1.6,9,9,2.5,-1,18
Cc1ccc(NC(=S)NCCc2ccccc2)c(C)c1,4,-3,-6,-0.5,-85,22,-1.4,-24,7
